High-throughput results: PubChem BioAssay, several laboratories
Anthrax LF prot: Bacillus anthracis LF protease inhibitors, primary screen, biochemical, multiplex microsphere, MLPCN library | multiplex microsphere protease cleavage assay | inhibition, % at 10 µM | 360,000 compounds, 0.12% hits | AID 588501, 2011; also: plate controls were buffer without enzyme for full effect and enzyme alone for no effect
Target sequence (P15917 whole entry, looked up): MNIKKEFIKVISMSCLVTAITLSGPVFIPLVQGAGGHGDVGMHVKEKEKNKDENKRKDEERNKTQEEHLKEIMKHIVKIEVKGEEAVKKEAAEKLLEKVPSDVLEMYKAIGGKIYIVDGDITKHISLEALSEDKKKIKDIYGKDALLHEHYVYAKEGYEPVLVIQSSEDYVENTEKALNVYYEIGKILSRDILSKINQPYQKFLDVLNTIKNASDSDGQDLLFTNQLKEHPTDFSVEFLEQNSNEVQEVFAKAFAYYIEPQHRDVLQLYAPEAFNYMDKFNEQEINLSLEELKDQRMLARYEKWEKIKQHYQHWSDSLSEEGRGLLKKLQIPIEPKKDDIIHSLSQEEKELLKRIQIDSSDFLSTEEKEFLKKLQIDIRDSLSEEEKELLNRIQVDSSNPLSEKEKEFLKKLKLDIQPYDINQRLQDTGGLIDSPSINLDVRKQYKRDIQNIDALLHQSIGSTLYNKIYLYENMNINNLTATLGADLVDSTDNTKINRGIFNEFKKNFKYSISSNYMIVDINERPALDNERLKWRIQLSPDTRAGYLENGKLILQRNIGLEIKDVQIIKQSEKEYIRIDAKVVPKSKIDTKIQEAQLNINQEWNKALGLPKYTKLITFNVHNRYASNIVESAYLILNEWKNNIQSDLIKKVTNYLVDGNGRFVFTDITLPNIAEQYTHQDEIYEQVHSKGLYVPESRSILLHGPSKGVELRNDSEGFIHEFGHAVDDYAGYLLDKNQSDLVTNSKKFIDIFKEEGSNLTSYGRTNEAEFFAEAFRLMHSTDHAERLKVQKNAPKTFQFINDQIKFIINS
SSB-PriA inh: inhibitors of Klebsiella pneumoniae PriA binding to SSB C-terminal tail, primary screen, biochemical, AlphaScreen. PriA–SSB C-terminal tail interaction (Klebsiella pneumoniae). AlphaScreen SSBct-PriA binding, biotinylated peptide. 430,000 compounds, 0.6% hits. inhibition, % at 33 µM; in the data active = inhibition mostly above about 37%, no sharp cut-off; inactive = mostly below about 20%;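 also: plate controls were negative control peptide for no effect and reference peptide for full effect; strong numbers were not always called active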
3CLpro inhibitor: SARS-CoV 3CLpro protease inhibitors, primary screen, biochemical, quenched FRET | recombinant SARS-CoV 3CLpro, quenched FRET peptide cleavage | inhibition, % at 6 µM | 290,000 compounds, 0.14% hits | Replicase polyprotein 1ab (Severe acute respiratory syndrome coronavirus), P0C6X7; in the data active = inhibition above about 12%
CCHFV vOTU inh: CCHFV vOTU protease inhibitors, primary screen, biochemical, Pep-AMC substrate, fluorescence; 370,000 compounds, 0.55% hits; inhibition, % at 11.5 µM; in the data active = inhibition above about 30%; also: 0% = vehicle wells with enzyme and 100% = no enzyme wells
Yp Topo-I inh: Yersinia pestis topoisomerase I inhibitors, primary screen, biochemical, cleavage product accumulation, plate reader, single point | 360,000 compounds, 0.064% hits | activity, % at 10 µM | Y. pestis Topo-I cleavage product accumulation; in the data active = activity above about 50%, passing the limit was not always enough; inconclusive = no clear call, values can overlap the other calls; also: inactives centre near 2
PfHsp40 rescue: rescue of yeast from PfHsp40 toxicity, primary screen, S. cerevisiae, ATP luminescence. S. cerevisiae expressing PfHsp40, growth rescue. 340,000 compounds, 0.68% hits. AID 504582, 2011. growth rescue, % at 12.5 µM; in the data active = growth rescue above about 28%, passing the limit was not always enough; inconclusive = no clear call, values can overlap the other calls;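 also: yeast W303a lacking pdr1 and pdr3 grown in galactose medium; growth measured after three days at 30 °C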
TcdB inh: TcdB glycohydrolase inhibitors, primary screen, biochemical, single point, plate reader; Toxin B (Clostridioides difficile), P18177; TcdB glycohydrolase enzymatic assay; inhibition, % at 9.99 µM; 350,000 compounds, 0.24% hits; in the data active = inhibition above about 10%
BoNT-A LC inh2: BoNT/A light chain protease inhibitors, primary screen, biochemical, flow cytometry, MLPCN library; AID 588499, 2011; multiplex microsphere protease substrate cleavage; Botulinum neurotoxin type A light chain protease (Clostridium botulinum A str. ATCC 3502); 360,000 compounds, 0.17% hits; inhibition, % at 10 µM; also: plate controls were buffer without enzyme for full effect and enzyme alone for no effect
VHR inh abs: VHR1 phosphatase inhibitors, primary screen, biochemical, absorbance, uHTS. Dual specificity protein phosphatase 3 (Homo sapiens), P51452. recombinant VHR phosphatase, pNPP absorbance. inhibition, % at 13.3 µM. 290,000 compounds, 0.52% hits. AID 1654, 2009; in the data active = inhibition above about 50%; also: some compounds called inactive have numbers as strong as hits
Target sequence (P51452 whole entry, looked up): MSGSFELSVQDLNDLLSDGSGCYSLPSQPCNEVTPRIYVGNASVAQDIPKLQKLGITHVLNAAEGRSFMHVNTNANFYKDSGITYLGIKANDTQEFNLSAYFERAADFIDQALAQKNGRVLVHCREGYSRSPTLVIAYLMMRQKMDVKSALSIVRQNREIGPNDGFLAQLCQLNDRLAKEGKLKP
BH1578 lux ind: inducers of Vibrio cholerae quorum light production without autoinducers, primary screen, BH1578 luxS cqsA deficient, single point. V. cholerae BH1578 lux reporter, luminescence, 6 h. activation, % at 18.7 µM. 350,000 compounds, 0.16% hits; in the data active = activation mostly above about 9.7%, no sharp cut-off; inconclusive = no clear call, values can overlap the other calls; inactive = mostly below about 3.7%; also: not every result past the cut was called active; inactives centre near 0; reference of the scale not given here
* marks the source's active call; other numbers are inactive results; i = inactive; ? = inconclusive; / = not tested or not shown; & = joins results of further samples; ! = not confirmed by another sample. Rule as the data show it, unless noted: active = inhibition above about 30%; inconclusive = no clear call, values can overlap the other calls; inactive = below that. These rows are one share of the data; the hit share may differ from the screen's.

SMILES	Anthrax LF prot	SSB-PriA inh	3CLpro inhibitor	CCHFV vOTU inh	Yp Topo-I inh	PfHsp40 rescue	TcdB inh	BoNT-A LC inh2	VHR inh abs	BH1578 lux ind
CCOC(=O)c1cnc2c(C)cc(Cl)cc2c1NCCCN1CCOCC1	5	-13	-9	-9	24	3.4	2.9	0.0	13	i
CCNC(=O)NCc1c(C)c(C)n(Cc2ccccc2)c1-n1cccc1	1	-2	-3	8	-2	-0.9	0.5	-0.6	-13	i
Cc1nnc(N/N=C/c2ccc(Br)cc2)n1N	-2	/	4	94*	0	0.3	0.2	1.1	6	-0.3
C[C@@H]1CC=C[C@H]2[C@H]1C(=O)N(Cc1ccccc1)[C@H]2c1ccc(C(F)(F)F)cc1	-1	1	/	11	35	5.0	0.7	-0.3	15	i
O=[N+]([O-])c1cccc(COc2ccccc2CN2CCCC2)c1	-2	7	/	-5	1	1.9	0.8	-0.4	/	i
O=C(Nc1nsc(-c2ccccc2)n1)c1cccs1	2	2&-5	-7	8	4	0.7	/	0.6	-6	2.8
CN=C1NC(C)(C)C2CCC(C)(CC2)S1	3	-3	/	3	12	-1.2	0.8	-0.3	/	0.3
O=C(CSc1nnc2scc(-c3ccccc3)n12)Nc1nsc(-c2ccccc2)n1	0	-9	2	/	32	-0.4	-0.4	0.6	-15	-0.3
Cc1cc2sc3ccccc3c(=O)c2c(C)c1O	-11	-9	0	-11	1	5.0	0.1	0.5	11	2.7
COc1cc(NC(=O)CSc2nc(C3CC3)nc3ccccc23)cc(OC)c1	-3	-11	0	5	14	1.9	2.1	-2.8	-3	i
COc1ccc(CC(=O)N/N=C(\C)CC(=O)Nc2ccc3c(c2)OCCO3)cc1OC	5	/	0	-11	0	0.2	1.1	0.7	17	-4.4
CCN(CC(O)CON=C1c2ccccc2-c2ccccc21)S(=O)(=O)c1ccc(Cl)cc1 (stereo unspecified)	-1	-17	4	14	36	2.2	/	-0.1	7	-3.7
COc1ccc(CNC(=O)C2CCN(S(=O)(=O)N3CCCC3)CC2)c(OC)c1	-2	-13	-5	-3	-2	-0.5	1.3	0.6	-2	1.1
O=C1CCC([N+](=O)[O-])C(c2cccc([N+](=O)[O-])c2)N1 (stereo unspecified)	0	8	-3	1	1	-0.5	1.3	-0.2	-5	-0.3
CCCCN(C)c1c(C)nc2ccc(C(=O)N(CC)CCN(C)C)cn12	3	/	/	4	-7	/	-1.6	-0.3	/	-4.5
Cc1ncc(CO)c(/C=N/NC(=S)Nc2cccc(Cl)c2)c1O	1	/	5	/	-20	2.9	/	0.6	9	i
CN(Cc1ccco1)C(=O)Cn1cc(S(=O)(=O)N2CCCC2)c(S(=O)(=O)N2CCCC2)c1	2	0	5	2	8	-0.6	0.0	-0.6	20	-0.3
CCN1C(=O)CC(n2c(C)nc3ccccc32)C1=O (stereo unspecified)	-3	1	0	3	3	4.6	/	0.2	-27	i
CCc1cc2c(=O)n(CC(C)C)cnc2s1	0	5	1	10	11	-0.7	0.1	1.7	4	-0.5
C[C@@H]1CN([C@@H](C)CO)C(=O)c2cc(N(C)C)ccc2O[C@@H]1CN(C)S(C)(=O)=O	-3	-2	/	-5	-1	-1.8	-3.1&1.1	-0.8	/	1.2
COc1ccc(C(C[N+](=O)[O-])c2c(-c3ccccc3)cc3ccccn23)cc1 (stereo unspecified)	-7	20	3	6	2	9.1	/	-1.3	-31	-11
Cc1ccc(NC(=O)CSCC(=O)O)cc1	-4	-12	1	1	-14	-2.2	1.0	-0.2	30	i
Cc1ccccc1-c1nc(CS(=O)(=O)CC(=O)NCc2ccc3c(c2)OCO3)c(C)o1	-5	-5	-5	-1	24	0.9	-1.0	-0.5	16	-0.2
CC(C)c1ccc([N+](=O)[O-])cc1S(=O)(=O)N1CCN(C)CC1	14	-18	-2	-9	-7	-0.4	0.7	-2.2	14	0.6
CCc1ccc(OCC(=O)N/N=C/c2cc([N+](=O)[O-])ccc2N2CCCCCC2)cc1	1	/	2	1	-5	-0.8	/	0.1	21	-0.4
COc1ccccc1CNC(=O)N1CCN(S(=O)(=O)c2ccccc2)CC1	-8	-5	-6	0	15	-0.1	-1.6	0.1	12	6.2
CCc1cccc(NC(=O)C2CCCN(S(=O)(=O)c3cnc[nH]3)C2)c1 (stereo unspecified)	-2	1	-2	1	0	0.6	0.1	-0.6	-10	i
Cc1ccc2[nH]c3c(c2c1)CCNC3=O	-1	6	-1	-26	8	0.8	0.4	-0.5	1	-0.5
COc1ccccc1NC(=O)CCC(=O)Nc1nnc(C2CCCCC2)s1	-4	-7	-1	-1	-1	-0.5	0.4	0.1	-7	-0.2
O=C1CC(N(C(=O)c2ccco2)c2cccc(Cl)c2)C(=O)N1c1cccc(Cl)c1 (stereo unspecified)	0	-8	7	-17	11	1.6	/	-0.1	24	i
CCOc1cc(-c2nnc(NC(=O)C3=COCCO3)o2)cc(OCC)c1OCC	-5	-9	/	4	-6	-0.9	2.5	1.8	/	-5.6
COc1ccc(NC(=O)Cc2ccccc2F)cc1S(=O)(=O)N1CCCCC1	1	0	/	-3	15	-1.6	1.8	-0.3	/	i
CCCNNC(=O)C(O)(c1cccc(C)c1)c1cccc(C)c1	-2	5	-1	-23	-3	-1.1	/	-1.0	-7	i
CC(=O)Oc1ccc(NC(=O)Cc2ccccc2)cc1	1	-13	3	-15	5	0.2	/	0.5	1	i
Cc1nn(Cc2ccccc2)c(C)c1C(=O)NCc1ccccc1F	0	-4	-1	13	6	-0.8	0.4	0.0	8	i
CC1(C)CC(NC(=S)NC2CC2)CC(C)(C)N1	0	-35	-2	-3	9	0.1	-0.4	0.2	0	1.4
O=C(NCCCN1CCOCC1)c1ccc(S(=O)(=O)Nc2ccccc2)cc1	1	-4	/	-3	3	-1.2	1.7	-1.0	/	5.6
COc1ccc2c(CC(=O)Nc3ccc(OC)nc3)coc2c1	0	-6	-4	-18	0	-1.9	1.3	0.5	26	-3.0
O=C(OCc1nnc(-c2ccccc2)o1)c1ccc([N+](=O)[O-])s1	/	10	/	77*	-1	?	0.6	/	/	i
O=C(c1cccc(F)c1)N1CCC2(CC1)NCCc1[nH]cnc12	-2	-28	-2	8	-2	0.0	3.3	0.4	-9	-2.7
O=C(O)c1ccc(N=Cc2c(O)[nH]c(=O)[nH]c2=O)cc1	-2	-6	-8	-4	2	-0.9	-3.3	2.7	-15	-0.6
CSCCC(NS(=O)(=O)c1ccc(Cl)cc1)C(=O)O (stereo unspecified)	-2	-12	-2	-11	-1	0.4	1.1	-0.7	6	i
CCc1ccccc1OCc1nc2ccc(S(=O)(=O)N3CCOCC3)cc2[nH]1	3	-11	-2	2	-6	-0.2	/	-1.4	2	3.1
COc1ccc(CCC(=O)N(c2nnc(-c3cccnc3)s2)C(C)C)cc1	2	-8	1	-9	7	0.9	0.6	0.1	25	-0.2
OC(CNCc1ccccc1)COc1ccccc1 (stereo unspecified)	-7	-4	/	-2	-3	0.4	1.0	-0.7	/	-1.3
CCOC(=O)C1(CCCc2ccccc2)CCN(C(=O)CCn2cncn2)CC1	-1	-15	2	7	1	0.3	-0.1	-0.2	16	-0.2
CCc1ccccc1Oc1coc2cc(O)ccc2c1=O	-2	-10	7	-35	3	1.5	2.8	-0.4	/	i
COCCNC(=O)c1cc2c(c(-c3cccc(-c4cc5ccccc5o4)c3)n1)[C@H](CCO)N(S(=O)C(C)(C)C)C2 (stereo partly specified)	-2	/	/	-6	/	/	1.6	-0.1	/	/
Cc1ccccc1C(=O)N1CCC(C(=O)Oc2ccc(C#N)cc2)CC1	4	-28	4	4	2	-0.8	-0.4	-1.1	13	2.2
Cc1ccc(NC(=S)Nc2c(C)n(C)n(-c3ccccc3)c2=O)cc1	0	-13	0	-13	-5	1.4	/	0.0	-2	i
COCc1ccc([C@@H]2C[C@H]3CN(Cc4cccnc4)C(=O)[C@]34CCCN24)o1	-6	-15	-3	-5	1	-1.6	0.8	0.5	-8	-0.8
COc1ccc(C(=O)N[C@H](C(=O)Nc2ccc(S(=O)(=O)N3CCOCC3)cc2)C(C)C)cc1	-4	9	3	15	11	1.3	1.2	-1.3	5	-0.3
CN(c1ccc(F)cc1)S(=O)(=O)c1ccc2[nH]cc(C(=O)O)c(=O)c2c1	0	-22	0	8	-3	1.1	/	0.1	-15	-0.5
Cc1[nH]c(=O)[nH]c(=O)c1CSc1nnc([C@H](CC(C)C)NC(=O)OC(C)(C)C)o1	-4	-24	3	10	9	0.4	/	-0.2	14	/
N#Cc1nc(COc2ccccc2F)oc1NCCCn1ccnc1	-2	18	-2	7	8	-0.5	/	-2.0	18	-3.4
CCC(=O)N1CCc2cc(S(=O)(=O)N3CCc4ccccc4C3)ccc21	-1	-7	5	14	12	12	/	0.9	17	-0.4
Cc1cc(C(=O)OCC(=O)Nc2ccc(F)cc2F)c(C)n1C1CC1	-3	1	/	16	9	-1.2	1.7	0.1	/	i
CCc1ccc(C(=O)CSc2nnc(C3CC3)n2C2CC2)cc1	-4	5	/	13	15	-1.3	0.9	-0.6	/	-1.3
COC(=O)c1cnc(SCc2ccc(C)cc2)n1C	-10	-13	0	-3	14	-1.3	2.3	0.2	2	-0.3
COc1ccc(NC(=O)C2(C)CCN2C(=O)C(C)C)cc1F (stereo unspecified)	0	/	/	-1	-1	/	1.0	-0.5	/	i

Other records
SMILES	Anthrax LF prot	SSB-PriA inh	3CLpro inhibitor	CCHFV vOTU inh	Yp Topo-I inh	PfHsp40 rescue	TcdB inh	BoNT-A LC inh2	VHR inh abs	BH1578 lux ind
Cc1cccc(C(=O)n2c(=S)nc3cc(C)ccn32)c1	7	-14	-5	-4	-1	7.1	0.2	?	-9	i
CCCC(=O)n1nc(-c2ccc(C)cc2)nc1NCc1ccco1	-7	-2	1	-8	23	0.0	0.0	-0.3	4	i
COc1ccccc1N1CCN(CC(O)COc2cccc3ccccc23)CC1 (stereo unspecified)	-11&-5	18	17*!	-2&6	29&27	-0.3&-1.2	0.3&0.9	-1.1&-1.5	-3&39	i
C=CCNCCOc1ccc(C)cc1[N+](=O)[O-]	-1	-12	-3	-4	-7	-0.7	1.2	0.8	20	-0.2
CCn1cc([N+](=O)[O-])c(C(=O)N2N=C(c3ccc(Cl)c(Cl)c3)CC2c2ccccc2O)n1 (stereo unspecified)	8	0	5	10	26	-1.9	0.9	0.7	10	-0.6

For reference, part of the list above.
SMILES	Anthrax LF prot	SSB-PriA inh	3CLpro inhibitor	CCHFV vOTU inh	Yp Topo-I inh	PfHsp40 rescue	TcdB inh	BoNT-A LC inh2	VHR inh abs	BH1578 lux ind
COc1ccc(NC(=O)C2(C)CCN2C(=O)C(C)C)cc1F (stereo unspecified)	0	/	/	-1	-1	/	1.0	-0.5	/	i
Cc1cccc(C(=O)n2c(=S)nc3cc(C)ccn32)c1	7	-14	-5	-4	-1	7.1	0.2	?	-9	i
CCCC(=O)n1nc(-c2ccc(C)cc2)nc1NCc1ccco1	-7	-2	1	-8	23	0.0	0.0	-0.3	4	i
